GalR3 antagonist = GalR3 antagonists in HEK293 cells, primary screen, cell-based, fluorescence readout | HEK293 GalR3-CNG cAMP membrane potential fluorescence; galR3 body fused to GalR1 C-terminus | inhibition, % at 3 µM | 360,000 compounds, 0.44% hits;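 active = inhibition above the screen-wide average plus 3 SD, cut at about 13% in these data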;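 also: forskolin and galanin both at EC90 stimulate the cells; cAMP rise reported by CNG channel membrane potential dye signal; 0% = forskolin plus galanin with DMSO and 100% = forskolin alone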
MEKK2wt PB1 HTS = modulators of MEK5 binding to wildtype MEKK2, primary screen, biochemical, multiplex bead flow cytometry, Alexa488-MEK5 | Mitogen-activated protein kinase kinase kinase 2 (Homo sapiens), Q9Y2U5 | Alexa488-MEK5 binding to MEKK2 WT; actives lie on both sides | binding response (% of control), % at 10 µM | 290,000 compounds, 1.1% hits | AID 1531, 2009; in the data active = binding response below about 67% or above about 130%
MEKK2mut PB1 HTS = MEK5 binding signal on mutant MEKK2 PB1, primary screen, biochemical, multiplex bead flow cytometry, Alexa488-MEK5 | 290,000 compounds, 0.35% hits | AID 1530, 2009 | Alexa488-MEK5 binding to MEKK2 mutant | percent response, % at 10 µM; in the data active = percent response above about 24%, passing the limit was not always enough; also: inactives centre near 1; some results filed as inactive read as strong as hits; reference of the scale not given here
PHOSPHO1 inh = PubChem AID 1565 | inhibition, % at 13.3 µM | 290,000 compounds, 1.1% hits | recombinant PHOSPHO1, absorbance phosphatase assay | Phosphoethanolamine/phosphocholine phosphatase (Homo sapiens), Q8TCT1; in the data active = inhibition above about 60%
Target sequence (Q8TCT1 whole entry, looked up): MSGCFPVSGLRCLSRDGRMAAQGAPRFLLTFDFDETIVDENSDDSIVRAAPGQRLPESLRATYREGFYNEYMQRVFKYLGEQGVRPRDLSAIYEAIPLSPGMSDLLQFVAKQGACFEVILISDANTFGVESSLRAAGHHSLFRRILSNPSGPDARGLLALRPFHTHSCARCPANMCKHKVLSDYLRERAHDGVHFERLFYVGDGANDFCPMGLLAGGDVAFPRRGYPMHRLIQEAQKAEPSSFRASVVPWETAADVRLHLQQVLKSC
V1R ag counter = agonists of human V1a receptor, primary screen, counter-screen for OXTR agonist project, fluorescence, CHO-V1R cells; activation, % at 3 µM; Vasopressin V1a receptor (Homo sapiens), P37288; AID 2797, 2010; Fluo-8 calcium fluorescence, agonist mode; 0% DMSO, 100% 3 nM vasopressin; 320,000 compounds, 0.25% hits;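 active = activation above the mean activation of all tested compounds plus 3 SD, per screening run, cut at about 20% in these data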;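 also: signal is peak over basal fluorescence ratio across a 100 second FLIPR read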
Target sequence (P37288 whole entry, looked up): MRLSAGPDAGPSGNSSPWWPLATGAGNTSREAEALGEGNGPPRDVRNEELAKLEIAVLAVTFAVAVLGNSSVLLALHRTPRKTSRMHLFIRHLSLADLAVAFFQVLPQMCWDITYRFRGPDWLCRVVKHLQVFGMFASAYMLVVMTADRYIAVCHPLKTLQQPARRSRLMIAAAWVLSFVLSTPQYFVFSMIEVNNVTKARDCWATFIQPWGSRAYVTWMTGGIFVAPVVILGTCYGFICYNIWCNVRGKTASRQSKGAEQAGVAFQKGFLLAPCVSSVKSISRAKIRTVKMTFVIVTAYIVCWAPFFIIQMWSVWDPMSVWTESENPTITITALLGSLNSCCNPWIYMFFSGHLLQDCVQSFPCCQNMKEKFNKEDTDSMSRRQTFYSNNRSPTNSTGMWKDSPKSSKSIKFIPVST
OXTR agonist = human OXTR agonists, primary screen, fluorescence, CHO-OTR cells, Fluo-8 calcium; Oxytocin receptor (Homo sapiens), P30559; Fluo-8 calcium fluorescence; normalized: DMSO 0%, oxytocin 100%; activation, % at 3 µM; 320,000 compounds, 0.32% hits;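 active = activation above the mean of all tested compounds plus 3 SD, cutoff set per screening run, cut at about 20% in these data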;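 also: peak over basal fluorescence ratio from a 100 s FLIPR kinetic read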
GPR7 antag = GPR7 receptor antagonists, primary screen, cell-based, fluorescence, single concentration | GPR7-expressing cells, fluorescence antagonist assay | inhibition, % at 4.4 µM | 290,000 compounds, 1.1% hits | AID 1861, 2009; in the data active = inhibition above about 16%, passing the limit was not always enough;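 also: cells stimulated with the agonist NPW; 0% = agonist with vehicle and 100% = vehicle without agonist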
Target sequence (P48145 whole entry, looked up): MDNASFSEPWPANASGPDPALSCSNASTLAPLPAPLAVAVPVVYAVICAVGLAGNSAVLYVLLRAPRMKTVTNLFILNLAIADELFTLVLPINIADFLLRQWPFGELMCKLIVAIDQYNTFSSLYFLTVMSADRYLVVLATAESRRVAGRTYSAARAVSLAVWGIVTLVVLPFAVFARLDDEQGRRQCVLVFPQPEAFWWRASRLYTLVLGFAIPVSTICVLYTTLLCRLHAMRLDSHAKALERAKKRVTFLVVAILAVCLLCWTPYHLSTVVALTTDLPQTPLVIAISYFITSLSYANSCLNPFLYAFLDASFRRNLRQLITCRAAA
NALP1 yeast inh = NALP1 inflammasome inhibitors in reconstituted yeast, colorimetric, S. cerevisiae, triplicate retest; 280,000 compounds, 0.61% hits; inhibition, % at 10 µM; S. cerevisiae NALP1/ASC/caspase-1 growth, X-gal OD620, 72 h; in the data active = inhibition mostly above about 24%, no sharp cut-off; inactive = mostly below about 32%; also: some compounds called inactive have numbers as strong as hits
MEKK3 PB1 HTS = modulators of MEKK3-MEK5 PB1 binding, primary screen, biochemical, wildtype MEKK3, multiplex bead flow cytometry, Alexa488-MEK5. Mitogen-activated protein kinase kinase kinase 3 (Homo sapiens), Q99759. 290,000 compounds, 1.4% hits. bead-based flow cytometry, Alexa488-MEK5 binding to MEKK3; actives lie on both sides; 0 = blocked by unlabeled MEK5, 100 = vehicle. AID 1529, 2009. binding response (% of control), % at 10 µM;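 active = binding response more than 3 SD above or below the average of its plate-row segment, actives on both sides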;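 also: Alexa488 bead fluorescence after subtracting the streptavidin-only scavenger bead signal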
Starred values were filed as active, the others as inactive; . = not tested or not shown; & = joins results of further samples; [ ] = another dose, or the depositor's remark.

Every second line gives: MEKK3 PB1 HTS | NALP1 yeast inh | PHOSPHO1 inh | GalR3 antagonist | MEKK2wt PB1 HTS | MEKK2mut PB1 HTS | GPR7 antag | V1R ag counter | OXTR agonist
> Cc1ccc2nc(-c3ccc(NC(=O)CN4C(=O)c5ccccc5C4=O)cc3)sc2c1
→ 100 | 26 | 1 | -3 | 120 | 10 | 3 | -0.1 | 0.1
> O=C(Cn1cnc2c(nnn2Cc2ccc(Cl)cc2)c1=O)N1CCCc2ccccc21
→ 69*[inhibitor] | 12 | -7 | -6 | 80 | -4 | -15 | 0.7 | 3.4
> C=CCn1c(SCC(=O)Nc2c(C)cccc2C)nnc1-c1cnccn1
→ 105 | 10 | -2 | -3 | 104 | 1 | -1 | -0.6 | -1.2
> Cc1csc2c(N3CCN(C(=S)Nc4ccc(F)cc4F)CC3)ncnc12
→ 95 | . | 8 | -5 | 99 | -21 | 6 | 8.1 | 16
> Cn1c(NCCCO)nc2c(c1=O)C1(CCCCC1)Cc1ccccc1-2
→ 105 | 11 | -1 | -6 | 102 | -3 | -8 | 2.3 | 4.1
> CCOC(=O)N1CCN(C(=O)C(NC(=O)c2ccco2)C(C)C)CC1 (configuration not stated)
→ 109 | 2 | . | -11 | 108 | 9 | 1 | 0.8 | 0.5
> Cc1cnc(NC(=O)C2=C(O)c3ccccc3S(=O)(=O)N2C)s1
→ 111&102&100 | 18&-4 | -4&-21 | -2&-2 | 99&104&106 | 7&6&3 | -10&-8 | 0.9&1.3&0.4&0.0 | -0.4&0.3&-0.7&-0.5
> CCn1c(COc2ccc(=O)n(-c3ccccc3)n2)nnc1SCC(=O)OC
→ 104 | -2 | 44 | -3 | 96 | -2 | -8 | -0.1 | -0.6
> CSc1nc(NC(C)(C)C)nc(Oc2ccc(=O)n(C)n2)n1
→ 106 | -7 | 10 | -1 | 105 | 1 | 8 | 3.6 | 0.2
> Cc1ccc(S(=O)(=O)c2nc(-c3ccccc3)oc2NCc2cccnc2)cc1
→ 103 | 17 | 2 | -8 | 106 | 5 | -13 | -0.2 | -1.5
> O=C1C=C(c2ccccc2)C(O)(c2ccccc2)C1 (configuration not stated)
→ 99 | 10 | -2 | -7 | 95 | -5 | 3 | 0.5 | 0.6
> Cc1cccc(S(=O)(=O)N2CN(CC3CCCO3)c3nc4ccccc4nc32)c1 (configuration not stated)
→ 104 | 11 | 26 | 4 | 101 | 1 | -5 | 1.5 | -0.8
> Cc1cccc(/C=N/n2c(-c3ccncc3)n[nH]c2=S)c1
→ 119 | 5 | 10 | 2 | 110 | 2 | -12 | 0.3 | -0.2
> COc1ccc(CNC(=O)CCSCc2ccccc2C)cc1
→ 98 | 3 | -18 | 4 | 98 | 0 | 0 | -1.3 | -1.9
> Nc1ccc(S(=O)(=O)N2CCCC2C(=O)O)cc1 (configuration not stated)
→ 113 | . | 4 | -1 | 109 | 1 | 0 | 0.8 | 0.2
> CC1CCCC(NC(=S)NC(=O)c2ccccc2Br)C1C (configuration not stated)
→ 98 | 15 | 3 | -4 | 97 | -2 | -3 | -0.2 | -0.6
> C=CCc1cc(Cl)ccc1OCCNCCCOC
→ 97 | 47 | 0 | -3 | 100 | -2 | 0 | -0.3 | -0.5
> O=C(CCn1c(=O)[nH]c2ccccc2c1=O)N1CC=C(c2ccccc2)CC1
→ 62 | 20 | -4 | -6 | 67 | -18 | -2 | 0.1 | -1.7
> Cc1cc2cc(CN(CCN(C)C)C(=S)NCc3ccco3)c(=O)[nH]c2cc1C
→ 84 | 19 | 32 | -5 | 160* | 8 | -2 | 0.1 | -0.5
> Cc1nc([N+](=O)[O-])c(Sc2nc3ccccc3[nH]2)n1Cc1ccccc1
→ 101 | 12 | -12 | -5 | 103 | -2 | 1 | 2.2 | -0.2
> C/C(=N\NC(=O)CC1N=C(Cc2ccccc2)NNC1=O)c1ccc(Cl)cc1Cl (configuration not stated)
→ 109 | 8 | 6 | -6 | 110 | 8 | 6 | 0.2 | -0.2
> COc1ccc(-c2[nH]ncc2Oc2ccccc2OC)c(O)c1
→ 84 | 10 | 22 | -4 | 90 | -10 | -9 | 0.1 | -0.8
> CCOc1ccccc1N(C)C(=O)Cn1ncc2c([nH]c3ccccc32)c1=O
→ 101 | 32 | 17 | -1 | 100 | 2 | 0 | 1.3 | 1.8
> COc1ccccc1NC(=O)C(C)n1cnc2c(oc3nc4c(cc32)CCCC4)c1=O (configuration not stated)
→ 101 | 6 | 34 | -1 | 101 | 3 | -9 | 0.9 | -0.3
> O=S(=O)(Nc1ccc(F)cc1)c1ccc(NS(=O)(=O)c2cccs2)cc1
→ 102 | 24 | 15 | -6 | 98 | -2 | 2 | 0.5 | 1.5
> O=C(O)c1cc(-c2cccc([N+](=O)[O-])c2)n[nH]1
→ 101 | 22 | -7 | 0 | 103 | -1 | 2 | 0.0 | 0.7
> Cc1nn(C)c(C)c1NC(=O)CN1CCC(O)(c2ccc3c(c2)OCO3)CC1
→ 110 | 31* | 3 | -2 | 108 | 9 | -5 | 0.3 | -0.4
> CCOC(=O)CSc1nc2cc(C(=O)NCC3CCCO3)ccc2c(=O)n1Cc1ccco1 (configuration not stated)
→ 97 | -14 | 10 | -4 | 102 | 1 | -10 | -1.4 | -2.1
> Cc1nc(/C(N)=N/OC(=O)Cc2ccccc2)no1
→ 96 | 5 | 16 | -3 | 89 | -9 | 0 | 1.7 | 1.3
> Cc1ccc([N+](=O)[O-])cc1NC(=O)/C=C/C(=O)O
→ 96 | 13 | 20 | 6 | 94 | -18 | 4 | 0.8 | 0.2

(list continues)
Every second line gives: MEKK3 PB1 HTS | NALP1 yeast inh | PHOSPHO1 inh | GalR3 antagonist | MEKK2wt PB1 HTS | MEKK2mut PB1 HTS | GPR7 antag | V1R ag counter | OXTR agonist
> COc1ccc(C(=O)Nc2ccc3nc(C)c(C)nc3c2)cc1
→ 104 | 19 | 3 | -11 | 106 | 6 | -9 | 0.2 | -0.4
> COc1nccc(C(F)(F)F)c1C(=O)NC(=O)Nc1ccccc1
→ 110 | 5 | 45 | 0 | 106 | 12 | -2 | -1.3 | -2.8
> O=C(CN1C(=O)NC2(CCCCCC2)C1=O)Nc1ccc2c(c1)CCC2
→ 85 | -20 | 23 | -2 | 80 | -10 | 70* | -0.8 | -2.0
> CN(C)S(=O)(=O)N1CCc2ccccc2C1
→ 103 | 18 | -4 | -6 | 104 | 1 | -1 | 0.1 | 0.5
> CCCC(=O)N1CCC(O)(c2cccc(F)c2)CC1
→ 101 | 7 | 2 | 2 | 101 | 3 | -19 | 1.6 | 1.1
> CC(C)N(C(=O)Cn1cc(SCC(N)=O)c2ccccc21)C(C)C
→ 99 | 1 | -2 | -2 | 95 | 1 | -5 | -1.1 | -0.2
> COC(=O)c1cc(C(=O)OCC(=O)NCc2ccc3c(c2)OCO3)cc([N+](=O)[O-])c1
→ 91 | 33 | -4 | 4 | 93 | -4 | -5 | 0.0 | -0.1
> Cc1cccc2c1[nH]c1nc(N/N=C\c3ccco3)nnc12
→ . | 24 | 25 | -2 | . | . | -5 | -0.1 | -0.3
> O=C(CSc1nnc(CNC(=O)c2ccccc2F)o1)c1ccccc1
→ 100 | 27 | 0 | -3 | 107 | 6 | -2 | 2.2 | 0.2
> O=C(Cn1cnc2ccccc21)N/N=C/C(Br)=C/c1ccccc1
→ 98 | 22 | 7 | -6 | 107 | 14 | 0 | 7.0 | 2.6
> O=S(=O)(c1ccccc1)N1CCC(O)(CSc2ccccc2)CC1
→ 101 | 5 | -7 | -4 | 95 | -7 | 7 | 7.8 | 11
> CCCCc1ccccc1NC(=S)NC1CCCC1
→ 99 | 10 | 6 | -1 | 99 | -5 | 11 | . | .
> O=C(Nc1cccc(Cl)c1)Nc1sccc1-c1nc2ccccc2s1
→ 105 | . | -22 | -3 | 119 | 12 | -10 | 4.5 | 2.0
> O=C(Nc1cccc2ccccc12)N1CCCN(c2c(Cl)cncc2Cl)CC1
→ 103 | -3 | 16 | -6 | 99 | 5 | -6 | -0.9 | -2.6
> Cc1nn(C)c(C)c1S(=O)(=O)N(CC(=O)N1CCc2ccccc21)c1ccc(C(C)C)cc1
→ 102 | -12 | 7 | -1 | 98 | 10 | -8 | -0.9 | -1.6
> C=CCOc1ccc(/C=C2\SC(=Nc3cccnc3)NC2=O)cc1
→ 112 | 13 | 20 | -3 | 108 | 7 | -7 | 1.5 | 3.4
> Cn1cc([N+](=O)[O-])c(C(=O)Nc2ccc(Br)cn2)n1
→ 96 | -5 | 42 | -5 | 103 | 9 | -9 | 0.7 | 0.9
> Cc1cc2ncn(C(=O)c3ccc4c(c3)OCO4)c2cc1C
→ 99 | -1 | -11 | -1 | 96 | -5 | 0 | 0.3 | 0.4
> Cc1onc(-c2ccccc2)c1C(=O)N/N=C/c1ccc([N+](=O)[O-])s1
→ 98 | 32 | -1 | -8 | 95 | 0 | -1 | 6.8 | 6.0
> CC(C)c1cc(C(=O)N2CCCC(CCC(=O)N3CCN(c4ccccn4)CC3)C2)no1 (configuration not stated)
→ 76 | . | 27 | 0 | 82 | -27 | -8 | 3.0 | 0.8
> COc1ccc(Nc2nc3c(C)cccc3cc2C#N)c(OC)c1
→ 101 | 21 | -5 | 1 | 97 | 2 | -5 | 0.4 | -0.5
> CC/C(=N\NC(=O)CNC(=O)/C=C/c1ccc(OC)cc1)c1ccccc1
→ 99 | 9 | 18 | -9 | 94 | 0 | -8 | 1.8 | -0.1
> CCOC(=O)N1CCN(C(=O)Nc2ccc3nc(-c4ccccn4)c(-c4ccccn4)nc3c2)CC1
→ 97 | -2 | 31 | -4 | 98 | -2 | -8 | 0.1 | -1.2
> COc1ccc(OC)c(CNc2ncc(-c3cccc([N+](=O)[O-])c3)n2C)c1
→ 96 | 1 | 19 | -12 | 100 | 0 | 14 | 1.5 | -0.8
> Fc1ccc(-n2cc(CNCCc3cccnc3)c(-c3ccccc3Cl)n2)cc1
→ 108 | 26 | 32 | -4 | 221* | 66* | 3 | 1.8 | 6.9
> COc1ccc(C2CC(c3ccccc3)=NN2C(=O)CN2CCN(Cc3ccccc3)CC2)cc1 (configuration not stated)
→ 101 | -2 | 36 | -4 | 111 | 4 | -10 | 0.7 | 1.0
> CCOc1cc(C(=O)N2CCCC2)cc(OCC)c1OCC
→ 102 | -24 | -28 | 3 | 107 | 5 | -2 | -0.3 | -1.1

In the list so far, three have bromine:
Every second line gives: MEKK3 PB1 HTS | NALP1 yeast inh | PHOSPHO1 inh | GalR3 antagonist | MEKK2wt PB1 HTS | MEKK2mut PB1 HTS | GPR7 antag | V1R ag counter | OXTR agonist
> CC1CCCC(NC(=S)NC(=O)c2ccccc2Br)C1C (configuration not stated)
→ 98 | 15 | 3 | -4 | 97 | -2 | -3 | -0.2 | -0.6
> O=C(Cn1cnc2ccccc21)N/N=C/C(Br)=C/c1ccccc1
→ 98 | 22 | 7 | -6 | 107 | 14 | 0 | 7.0 | 2.6
> Cn1cc([N+](=O)[O-])c(C(=O)Nc2ccc(Br)cn2)n1
→ 96 | -5 | 42 | -5 | 103 | 9 | -9 | 0.7 | 0.9

Source: PubChem
